# KB-V1 cytotox = KB-V1 MDR subline cytotoxicity | KB-V1 MDR cells viability, CellTiter-Glo, 72 h | Potency, µM (titrated, usually from 46.1 µM), for inactives: top-dose activity change, negative = cytotoxicity, usual class: cytotoxic | 400,000 compounds, 3.4% hits; also: potency is read from the fitted curve at half-maximal effect; % is scaled to controls: 0 for no effect and ±100 for the full control effect; nearly all actives have a fitted effect of over 60% in size
#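 qHTS viability screen in drug-selected KB-V1 MDR cells: 72 h compound treatment at 37 degrees C, ATP luminescence end point.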
# SW480 rereplic = inducers of DNA re-replication in SW480 colon cancer cells | SW480 DNA re-replication, Hoechst DNA content imaging, 48 h | Potency, µM (top dose mostly 46.1 µM), without a hit: at the top dose re-replication activation, most hits filed as activators | 340,000 compounds, 1.8% hits | AID 624297; also: potency is read from the fitted curve at half-maximal effect; % of control where 0% means no effect; nearly all actives have a fitted effect of over 55% in size
#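 Treated cells incubate 48 hr (37 C, 5% CO2), are stained 40 min with Hoechst, and nuclear fluorescence is enumerated; a rise in nuclei with high DNA signal marks re-replication.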
# KB-3-1 tox = KB-3-1 parental cell cytotoxicity; KB-3-1 viability, CellTiter-Glo ATP luminescence, 72 h; Potency, µM (top dose mostly 46.1 µM), for inactives: top-dose activity change, negative = cytotoxic, hits mostly cytotoxic; 400,000 compounds, 1.4% hits; AID 1347075; also: potency is read from the fitted curve at half-maximal effect; % is scaled to controls: 0 for no effect and ±100 for the full control effect; nearly all actives have a fitted effect of over 60% in size
#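 KB-3-1 cells, DMEM (no phenol red) + 10% FBS; compound by pin transfer, 72 h, 37 °C. Readout: CellTiter-Glo luminescence after 10 min. Data normalized, curve-fitted.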
# MCF10A rerep = inducers of DNA re-replication in MCF 10A breast cells. AID 624296. 350,000 compounds, 2.9% hits. MCF 10A DNA re-replication, Hoechst nuclear intensity, 48 h. Potency, µM (doses to about 46.1 µM), inactives show at the highest dose activity, positive = re-replication, actives largely listed as activators; also: potency is read from the fitted curve at half-maximal effect; % of control where 0% means no effect; nearly all actives have a fitted effect of over 50% in size
# ATXN2 expr inh = ATXN2 expression inhibition; 360,000 compounds, 0.72% hits; Potency, µM (titrated, usually from 57 µM), inactives show at the highest dose activity change, negative = inhibition, usual class: inhibitors; HEK-293 ATXN2-luciferase reporter, luminescence, 24 h; AID 1745845; also: potency is read from the fitted curve at half-maximal effect; % is scaled to controls: 0 for no effect and ±100 for the full control effect; nearly all actives have a fitted effect of over 55% in size
#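 ATXN2-luciferase reporter cells (luciferase flanked by upstream and downstream ATXN2 gene portions) were treated 24 h at 37 °C with compounds at up to 57 uM. SteadyGlo luminescence gave expression; GF-AFC fluorescence gave viability.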
# HT1080NT lethal = kills 2HG-producing HT-1080-NT fibrosarcoma cells; HT-1080-NT fibrosarcoma viability, CellTiter-Glo ATP luminescence, 48 h; Potency, µM (doses to about 46.1 µM), inactives show at the highest dose activity, negative = less viability, usual class: cytotoxic; 360,000 compounds, 1.6% hits; AID 686970;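 also: NT is the 2HG producing partner of a matched IDH1 knockdown line; potency is read from the fitted curve at half-maximal effect; 0% = DMSO-treated cells and -100% = media-only wells without cells; nearly all actives have a fitted effect of over 55% in size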
#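 Fibrosarcoma NT cells, 750 per well in 5% FBS RPMI, were exposed to compound for 48 hours. Viability: CellTiter-Glo luminescence.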
# WRN helicase inh = inhibitors of human WRN helicase; Q14191; WRN helicase unwinding, fluorescent forked duplex, kinetic; Potency, µM (titrated, usually from 114 µM), inactives show top-dose activity change, negative = inhibition, usual class: inhibitors; 360,000 compounds, 0.46% hits; also: potency is read from the fitted curve at half-maximal effect; % is scaled to controls: 0 for no effect and ±100 for the full control effect; nearly all actives have a fitted effect of over 55% in size
# Target sequence (Q14191 whole entry, looked up): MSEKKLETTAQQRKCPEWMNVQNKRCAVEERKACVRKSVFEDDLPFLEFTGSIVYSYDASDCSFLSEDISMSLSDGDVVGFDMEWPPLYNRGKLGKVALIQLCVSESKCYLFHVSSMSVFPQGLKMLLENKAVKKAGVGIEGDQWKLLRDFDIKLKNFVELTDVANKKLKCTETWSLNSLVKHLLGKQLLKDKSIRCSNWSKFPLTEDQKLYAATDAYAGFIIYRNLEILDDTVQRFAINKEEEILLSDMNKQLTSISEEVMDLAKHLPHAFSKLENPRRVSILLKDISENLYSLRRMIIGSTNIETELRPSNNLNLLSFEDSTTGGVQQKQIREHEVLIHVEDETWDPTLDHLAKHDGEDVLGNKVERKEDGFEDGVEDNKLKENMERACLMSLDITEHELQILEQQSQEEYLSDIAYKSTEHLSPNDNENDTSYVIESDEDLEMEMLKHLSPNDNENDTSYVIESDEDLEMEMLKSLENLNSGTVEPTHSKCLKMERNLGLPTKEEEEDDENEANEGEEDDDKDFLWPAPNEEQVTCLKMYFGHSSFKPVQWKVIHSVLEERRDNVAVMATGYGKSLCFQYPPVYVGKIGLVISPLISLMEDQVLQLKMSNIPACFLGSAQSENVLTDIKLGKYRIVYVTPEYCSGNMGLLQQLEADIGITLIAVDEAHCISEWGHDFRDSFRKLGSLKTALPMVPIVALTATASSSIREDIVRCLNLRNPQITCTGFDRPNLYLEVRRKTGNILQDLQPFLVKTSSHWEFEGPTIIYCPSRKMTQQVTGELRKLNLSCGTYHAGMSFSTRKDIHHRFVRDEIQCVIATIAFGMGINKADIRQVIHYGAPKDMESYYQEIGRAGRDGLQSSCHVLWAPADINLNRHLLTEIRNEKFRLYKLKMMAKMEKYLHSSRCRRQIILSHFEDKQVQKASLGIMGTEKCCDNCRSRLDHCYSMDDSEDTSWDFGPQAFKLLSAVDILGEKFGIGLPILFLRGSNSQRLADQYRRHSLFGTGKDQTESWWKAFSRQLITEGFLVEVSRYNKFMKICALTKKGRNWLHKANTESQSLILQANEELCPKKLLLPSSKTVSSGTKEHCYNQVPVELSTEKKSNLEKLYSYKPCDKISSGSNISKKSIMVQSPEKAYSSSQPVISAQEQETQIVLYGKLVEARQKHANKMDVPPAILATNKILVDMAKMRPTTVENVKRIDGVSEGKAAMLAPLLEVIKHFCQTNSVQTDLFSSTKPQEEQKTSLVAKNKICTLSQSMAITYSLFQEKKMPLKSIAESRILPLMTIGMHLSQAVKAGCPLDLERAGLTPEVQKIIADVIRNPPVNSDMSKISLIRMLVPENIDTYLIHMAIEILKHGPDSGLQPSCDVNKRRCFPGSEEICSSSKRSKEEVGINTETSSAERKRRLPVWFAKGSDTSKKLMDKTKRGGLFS
#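 Kinetic fluorescence helicase assay: unwinding of a quenched forked DNA duplex (100 nM final) with 2 mM ATP final raises red fluorescence (525/598 nm). Compounds sat 15 min at room temperature with 20 nM WRN beforehand.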
# IL-1B inflam inh = inhibitors of inflammasome signaling (IL-1 beta secretion). THP-1 LPS/ATP IL-1B secretion, AlphaLISA, 16 h; hits give low values. activity change, % at 57.5 µM. 360,000 compounds, 4.7% hits; in the data active = activity change below about -50%; inconclusive = mostly about -30% to -49%; also: % is scaled to controls: 0 for no effect and ±100 for the full control effect
#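 Secreted IL-1B measured by AlphaLISA bead assay after 16 h compound exposure of THP-1 cells; compounds (final up to 57.5 uM) added 1 h before LPS (250 ng/mL) and ATP (1.25 mM) stimulation; lower signal means less secretion.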
# HT1080 IDH1KD tx = kills HT-1080 cells with IDH1 knockdown | Potency, µM (top dose mostly 46.1 µM), for inactives: top-dose activity, negative = toxicity, usual class: cytotoxic | HT-1080 IDH1 knockdown viability, ATP luminescence, 48 h | 360,000 compounds, 2% hits | AID 686971;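 also: potency is read from the fitted curve at half-maximal effect; 0% = DMSO wells and -100% = cell-free medium wells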
#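 Viability of IDH1-knockdown HT-1080 fibrosarcoma cells was assessed by CellTiter-Glo after 48 h at 37 °C with titrated compound; concentration-effect curves were classified by fit quality and response size.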
# Starred values were filed as active, the others as inactive; ? = inconclusive; / = not tested or not shown; [ ] = remark or other dose. Unless noted, calls follow the shape of the dose curve; as a rule, active = well fitted curve in the direction sought with a large enough effect; inconclusive = small, poorly fitted or top-dose-only effect, or another doubt; inactive = no such curve, though single readings can be large; an effect the other way counts as inactive or inconclusive.
# Second line of a record – KB-V1 cytotox	SW480 rereplic	KB-3-1 tox	MCF10A rerep	ATXN2 expr inh	HT1080NT lethal	WRN helicase inh	IL-1B inflam inh	HT1080 IDH1KD tx
> COC(=O)c1c(C)[nH]c(C(=O)OCC(=O)N2c3ccccc3NC(=O)C2(C)C)c1C
 : -4.8%	15.5%	0.3%	11.5%	-2.1%	-8.7%	-23.2%	-10.0	-2.7%
> CCOc1ccccc1N(CC(=O)N1CCOCC1)S(=O)(=O)c1ccc(SC)cc1
 : -31.4%	-1.1%	-9.1%	0.9%	-8.3%	2.3%	-15.2%	27.4	2.1%
> O=C(NCC1CCCO1)C(=O)N/N=C/c1ccccc1C(=O)O (configuration not stated)
 : 8.0%	-0.7%	14.4%	-5.4%	-16.1%	16.0%	12.7%[57.1 µM]	-2.2	1.0%
> CCCCC(O)(CCCC)C(=O)NN(C(=O)OC)c1ccccc1
 : 0.0%	-0.1%	-16.2%	2.1%	-22.3%	0.7%	3.5%	-6.2	14.4%
> Cc1ccc(-c2nn(C(C)(C)C)c3ncnc(NS(=O)(=O)c4ccc([N+](=O)[O-])cc4)c23)cc1
 : -20.6%	-28.0%	-10.9%	-15.0%	-24.9%	-22.3%	-16.1%	0.0	-20.9%
> CCCCn1c(N)c(N(CC(C)C)C(=O)c2ccc(Cl)c(S(=O)(=O)N3CCCC3)c2)c(=O)[nH]c1=O
 : 0.0%	-51.3%[inhibitor]	4.0%	4.3%	0.4%	-2.7%	2.0%	-2.7	-9.3%
> O=C(NCc1ccccc1)C(c1ccccc1)n1c(-c2ccncc2)nc2ccccc21 (configuration not stated)
 : ?	/	-7.4%	/	/	7.1%	1.3%	9.0	7.5%
> O=C(N/N=C/c1cc(Cl)cc([N+](=O)[O-])c1O)NC12CC3CC(CC(C3)C1)C2
 : ?	10.4%	?	18.4µM*	-12.2%	-20.2%	44.7µM*	14.1	-13.5%
> CCc1cc2c(cc3c(=O)n(CC(=O)NCCCN(CC)CC)nc(CC)n32)s1
 : -2.7%	?	1.5%	?	0.1%	2.2%	5.6%	0.3	7.6%
> CN1CCN(C(=O)c2ccc(S(=O)(=O)Nc3ccccc3)cc2)CC1
 : 18.8%	-2.2%	0.0%	-2.8%	-8.3%	-20.2%	-3.2%	0.0	-4.2%
> COCCn1c(SC(C)C(=O)NC2CC2)nnc1-c1cccc(C)c1 (configuration not stated)
 : 28.0%	-6.6%	4.2%	2.2%	3.2%	-10.3%	-0.8%	15.7	1.2%
> CN(C)c1ncnc2c1ncn2[C@H]1CN(CCN2CCOCC2)C[C@@H](CO)O1
 : -2.5%	/	0.0%	/	13.9%	?	-4.5%	-8.8	8.8%
> O=C(Nc1ccc2c(c1)OCO2)c1ccc(CO)cc1
 : 15.1%	?	-15.4%	6.7%	-26.1%	1.7%	-0.3%	?	-4.0%
> COC(=O)c1ccc(OC(=O)/C=C/c2ccco2)cc1
 : ?	?	1.8%	9.1%	0.4%	2.1%	-8.3%	16.0	1.7%
> O=C(Nc1cc(C(F)(F)F)ccc1N1CCOCC1)c1ccc(Br)o1
 : 1.5%	-5.8%	-12.7%	4.3%	-0.5%	4.1%	-7.4%	-11.2	10.4%
> Cc1ccc(C)c(S(=O)(=O)N2CCN(C(=O)Cn3c(C(F)(F)F)nc4ccccc43)CC2)c1
 : -7.3%	-5.6%	-21.8%	0.0%	-15.6%	-9.5%	-3.8%	-13.1	-13.6%
> CC(C)(C)c1ccc(C2(C)NC(=O)N(CC(=O)Nc3ccc4c(c3)OCO4)C2=O)cc1 (configuration not stated)
 : 0.9%	-2.2%[9.22 µM]	1.0%	6.5%	0.6%	-29.2%	-13.3%	-23.2	?
> O=C1N(C2CCCC2)C[C@@H]2C[C@@H](c3cn[nH]c3-c3ccc(Cl)cc3)N3CCC[C@@]123
 : -25.3%	12.4%	-2.3%	1.1%	-12.1%[11.3 µM]	-7.8%	-25.3%[57.1 µM]	-64.3*	-7.3%
> COc1cc(NC(=O)C2CC2)c(OC)cc1NC(=O)c1ccco1
 : 12.7%	-23.0%	3.1%	-3.3%	-5.5%	10.2%	-11.9%	7.2	4.0%
> Nc1ccc2c(c1)C(=Cc1cccnc1)c1ccccc1-2
 : ?	2.3%	-16.9%	7.2%	7.1%	-4.8%	-3.1%	?	-7.6%

# Taken from above:
# IL-1B inflam inh, `O=C(NCc1ccccc1)C(c1ccccc1)n1c(-c2ccncc2)nc2ccccc21` (configuration not stated) is entered as 9.0
# KB-3-1 tox, `CC(C)(C)c1ccc(C2(C)NC(=O)N(CC(=O)Nc3ccc4c(c3)OCO4)C2=O)cc1` (configuration not stated) is entered as 1.0%
# HT1080NT lethal, `CN1CCN(C(=O)c2ccc(S(=O)(=O)Nc3ccccc3)cc2)CC1` is entered as -20.2%

# Next section:
# Second line of a record – KB-V1 cytotox	SW480 rereplic	KB-3-1 tox	MCF10A rerep	ATXN2 expr inh	HT1080NT lethal	WRN helicase inh	IL-1B inflam inh	HT1080 IDH1KD tx
> COc1ccc(Cc2nnc(NC(=O)Cc3cccs3)s2)cc1
 : 11.4%	-3.5%	16.0%	-1.2%	-2.7%	-7.2%	?	20.9	-2.4%
> Cc1ccc(OCCCOc2cccc3cccnc23)cc1C
 : -9.4%	9.5%	-2.5%	25.3%	49.8%[activator]	-22.7%	-11.8%	-7.0	?
> O=C(Nc1cccc(Cl)c1Cl)Nn1cnnc1
 : 6.7%	-17.3%	-4.1%	-19.7%	0.7%	13.9%	-0.4%	3.6	16.6%
> COc1ccc(C(=O)Oc2ccc(Br)cc2C(=S)N2CCOCC2)cc1
 : -26.3%	?	?	1.5%	-2.4%	-4.7%	-7.3%[57.1 µM]	8.5	-12.6%
> Nc1nc(NCCCN2CCOCC2)nc(Nc2cccc(Cl)c2)c1[N+](=O)[O-]
 : 18.3%	?	24.1%	16.0%	?	-7.3%	-18.7%	-91.6*	?
> Cc1cscc(C)c1=S
 : 3.3%	/	-6.7%	/	/	13.5%	9.5%	7.2	6.7%
> COc1cccc(NC(=O)CN(C)C(=O)c2ccc(-c3cccc(C(F)(F)F)c3)o2)c1
 : ?	-4.5%	1.8%	5.3%	-6.0%	-2.7%	0.5%	-7.0	2.4%
> Cc1cc(C)c(S(=O)(=O)Nc2ccc(N3CCOCC3)cc2)c(C)c1
 : ?	-24.9%	1.4%	20.8%	5.3%	7.8%	-1.7%	?	3.3%
> CCC(=O)Nc1ccccc1C(=O)OC(c1ccccc1)c1ccccc1
 : -9.8%	0.0%	-10.4%	13.1%	-0.9%	-0.7%	-14.8%	-10.5	-0.6%
> CCOC(=O)c1c(N)sc(C(=O)N2CCCCC2)c1C
 : -8.5%	-6.7%	-6.0%	-4.0%	7.4%	2.8%	8.1%	-9.9	-0.5%
> O=C1NC2(CCCCO2)CO1 (configuration not stated)
 : 7.6%	0.0%	5.1%	-17.6%	-1.8%	8.3%	2.2%	-0.3	6.9%
> COc1ccccc1/C=N/n1cnnc1
 : -1.0%	-7.4%	-0.4%	-0.5%	/	4.1%	-1.4%	2.1	0.5%
> CN(C)C(=O)CSc1nc2ccccc2n1Cc1ccccc1
 : ?	12.1%	-7.6%	3.8%	5.4%	-4.3%	-23.7%[57.1 µM]	10.3	-5.5%
> CC(=O)OCC(=O)C1(O)CCC2C3CC(F)C4=CC(=O)CCC4(C)C3C(O)CC21C (configuration not stated)
 : 9.2%	-3.4%	7.6%	7.5%	-14.0%	?	-3.5%	/	17.5%
> CC1(C)NC(=O)N(CC(=O)Nc2nc(-c3ccc(F)cc3)cs2)C1=O
 : -24.0%	-11.4%	18.0%	-1.2%	22.2%	0.3%	-3.2%	-13.1	10.7%
> CC(=O)c1ccc(NC(=S)Nc2ccn(Cc3ccc(Br)cc3)n2)cc1
 : -2.6%	-56.0%[inhibitor]	9.2%	?	-5.6%	?	-5.4%	-17.6	-11.5%
> O=C(Nc1ccc(F)cc1Cl)c1ccc2c(=O)n3c(nc2c1)CCCCC3
 : -22.6%	0.3%	0.0%	-8.1%	32.7%	5.6%	4.0%	-15.5	10.0%
> COc1cccc(NC(=O)c2ccccc2-c2nc(-c3ccccc3)no2)c1
 : ?	2.9%	-1.7%	-1.6%	18.1%	-2.8%	-28.7%	-4.2	-17.9%
> CCOc1ccc2nc(Cl)c(/C=C/C(=O)c3ccco3)cc2c1
 : ?	15.8%	3.1%	27.8%	4.8%	?	-25.2%	?	-7.1%
> Cc1ccc(S(=O)(=O)NCCC(=O)N2CCC(C(N)=O)CC2)cc1C
 : -8.8%	-6.9%	-6.9%	0.6%	-0.2%	4.5%	2.4%	20.0	9.1%
> O=C(/C=C/[C@H]1O[C@@H](n2cnc3c(NC(=O)c4ccccc4)ncnc32)[C@H](O)[C@@H]1O)NCc1ccco1
 : 14.4%	/	0.0%	/	3.2%	12.9%	-9.4%	-20.7	20.8%
> CCn1c(SCC(=O)Nc2cc(C)ccc2C)nc2c(c1=O)SC(C)C2 (configuration not stated)
 : -26.5%	3.9%	-21.3%	16.7%	-14.8%	-0.6%	3.3%	-0.4	1.3%
> CN1C(=S)SC(/[N+]([O-])=C\c2ccc(Cl)cc2)C1(C)C (configuration not stated)
 : -0.5%	1.5%	7.1%	-0.6%	-5.1%	6.5%	8.1%	15.9	5.4%
> O=C(c1ccccc1)c1ccc2nc(-c3ccco3)c(-c3ccco3)nc2c1
 : ?	?	3.5%	?	39.3%[activator]	?	15.8µM*	-18.4	18.4µM*

# 3 compounds from above, arranged by the number in IL-1B inflam inh, descending:
Molecule | IL-1B inflam inh
CN1C(=S)SC(/[N+]([O-])=C\c2ccc(Cl)cc2)C1(C)C (configuration not stated) | 15.9
CCn1c(SCC(=O)Nc2cc(C)ccc2C)nc2c(c1=O)SC(C)C2 (configuration not stated) | -0.4
O=C(c1ccccc1)c1ccc2nc(-c3ccco3)c(-c3ccco3)nc2c1 | -18.4

# Screening results from PubChem BioAssay.
